WT yeast gro inh: growth inhibition of WT yeast, mitochondrial fusion screen | mitochondrial fusion phenotypic screen, WT strain | inhibition, % at 10 µM | actives 2.1% (n = 190,000); in the data active means inhibition above about 58%; tested in S. cerevisiae
T cell modulator: modulates CD8 T cell binding to vesicles | 2C CD8+ T cell-vesicle binding, flow cytometry; hits give low values | calls only at 7 µM | actives 0.068% (n = 330,000) | AID 2052;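 active means response, share of CD8 T cells binding vesicles, and their 90th percentile fluorescence all below set limits, cut at about 80% in these data, passing the limit was not always enough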
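Material: 2C TCR transgenic mouse naive CD8+ T cells, MACS-purified. Also added: QL9-charged Drosophila Ld/ICAM-1/B7-1 vesicles. Timing: binding 1.5 h at 37 °C. Measured by: high-throughput flow cytometry with anti-B7-1 and anti-CD8 staining. Read-out: percent CD8+ FL2 mean versus row control. Controls: Unloaded micro-vesicles (low), QL9 vesicles with 0.7% DMSO (high).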
MT stabilize HCS: microtubule stabilization, imaging screen; HeLa tubulin immunostaining HCS, 24 h; share of cells brighter than vehicle mean+2SD; actives 0.83% (n = 200,000); AID 2205; % tubulin-high responders, % at 10 µM;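 active means plate Z-score above 3 for both tubulin-high and condensed-nucleus cell shares, with cell loss under 80%, at 10 µM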;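 further: anti alpha tubulin signal scored within the nucleus-defined area of each cell; some results filed as inactive read as strong as hits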
West Nile antiviral: West Nile virus antiviral activity, cell-based, CPE readout (AID 1621); West Nile virus-infected cells, CPE inhibition; higher % means a stronger effect; CPE inhibition, % at 10 µM; hits with a dose series show IC50 in µM; actives 0.02% (n = 290,000); in the data active means a potency from the dose series; further: strong numbers were not always called active
Autophagy mod: autophagy modulation, high-content screen; actives 0.98% (n = 190,000); AID 463193; calls only at 10 µM (by protocol); MEF GFP-LC3 puncta imaging; test concentration mostly 10 µM;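 active means percentage of spot-positive cells more than 3 SD above its plate mean, without a fluorescence outlier flag or 80% toxicity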;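 further: spot-positive cell cutoff set from DMSO-treated cells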
Hep lipid drop: hepatic lipid droplet formation modulation; actives 0.4% (n = 240,000); inhibition, % at 6.5 µM; AML12 mouse hepatocytes, oleate lipid droplets, BODIPY imaging;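 active means lipid droplet intensity inhibited by at least 50%, with more than 500 cells counted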
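Test system: AML12 hepatocytes (mouse); reagent: oleate loading, 100 µM; dosing: one dose, 6.5 µM compound; incubation: overnight exposure; signal: fluorescence imaging, 20x objective, two fields per well; read-out basis: % inhibition of corrected integrated BODIPY droplet signal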
b-catenin transl: alters nuclear translocation of beta-catenin in HeLa cells; actives 0.3% (n = 190,000); immunofluorescence imaging; nuclear translocation activity, % at 5 µM;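 active means nuclear translocation activity above 50% at 5 µM, with a well cell count of 50 or more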;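 further: per-cell ratio of nuclear to cytoplasmic median beta-catenin stain intensity; plate controls were DMSO negative control for no effect and GSK-3 inhibitor IX positive control for full effect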
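Technique: fluorescence imaging of beta-catenin antibody stain plus DAPI / Material: human HeLa cell line / Incubation: compound treatment 24 h, 37°C, 5% CO2 / Read-out basis: % activation of per-cell nuclear versus cytoplasmic median beta-catenin signal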
Ins promoter up: MIN6 insulin promoter up-regulation. z-score at 5 µM. MIN6 insulin promoter-GFP reporter, high-content imaging; hits give high values. actives 0.3% (n = 190,000);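 active means z-score above 3 at 5 µM with at least 500 cells counted in the well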
Myeloid diff MLP: myeloid differentiation induction; calls only at 10 µM; actives 1% (n = 360,000); AID 624256; ER-HoxA9 myeloid progenitors, lysozyme-GFP differentiation, flow cytometry;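 active means normalized GFP-positive differentiation at or above the plate's own cutoff, the solvent-only control mean plus 3 SD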;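 further: cells exposed to compound for four days before flow analysis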
WT yeast gro inh mutant strain: also measured in WT yeast gro inh; calls as there; inhibition, %; mitochondrial fusion phenotypic screen, mutant strain inhibition
Ins promoter up cell count: also measured in Ins promoter up; calls as there; cell count; measured here: cytotoxicity, nuclei count;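 total cells summed across four imaged fields per well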
Hep lipid drop cells 6.5 µM: further read-out of Hep lipid drop, marked with its call; cell count; measured here: cell count, cytotoxicity flag;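 cells counted across two imaged fields per well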
b-catenin transl cell count 5 µM: further read-out of b-catenin transl, marked with its call; cell count; measured here: cell count, cytotoxicity flag
T cell modulator vesicle-bound %: second read-out of T cell modulator, no call of its own (marks repeat the call); double positive events, %; measured here: CD8+ vesicle-bound cell fraction;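 binding gate set so that unloaded-vesicle control wells show 10% double positive cells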
MT stabilize HCS Hoechst-high %: recorded beside MT stabilize HCS, whose call it bears; % Hoechst-high responders; measured here: nuclear condensation Hoechst responders;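 share of cells brighter than vehicle mean plus two SD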
MT stabilize HCS cytotoxicity %: second read-out of MT stabilize HCS, no call of its own (marks repeat the call); toxicity, %; measured here: cytotoxicity by cell density;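 0% = mean cell density of plate MIN control wells and 100% = no cells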
Autophagy mod cell loss 18 h: further read-out of Autophagy mod, marked with its call; toxicity, %; measured here: cell loss, nuclei count;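 cell loss after 18 h compound exposure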
Myeloid diff MLP GFP+ MAC1+ %: second read-out of Myeloid diff MLP, no call of its own (marks repeat the call); GFP+ MAC1+ double positive, %; measured here: differentiation confirmed by MAC1 staining
Numbers without * were called inactive; i = inactive; x = not tested or not shown; + = active, no number.

structure,b-catenin transl,WT yeast gro inh,MT stabilize HCS cytotoxicity %,Ins promoter up cell count,MT stabilize HCS Hoechst-high %,Myeloid diff MLP GFP+ MAC1+ %,West Nile antiviral,Autophagy mod cell loss 18 h,WT yeast gro inh mutant strain,T cell modulator vesicle-bound %,b-catenin transl cell count 5 µM,Hep lipid drop,MT stabilize HCS,Autophagy mod,Myeloid diff MLP,T cell modulator,Ins promoter up,Hep lipid drop cells 6.5 µM
COC(=O)[C@H]1[C@H](C(=O)OC)[C@@H](C(=O)OC)N(c2ccc(OC)cc2)[C@@H]1C(=O)OC,x,-7.0,2.7,517,2.5,0.7,-0.3%,9.9,8.3,25.2,x,-1.0,4.7,i,i,i,-4.45,693
COc1ccc([N+](=O)[O-])cc1NC(=S)Nc1ccccc1,x,-3.0,4.0,875,1.1,0.7,0.0%,-0.2,-1.3,34.3,x,-0.8,1.3,i,i,i,-0.25,746
CCOC(=O)CSc1nc(N)c(C#N)c(-c2ccc(OCC)cc2)c1C#N,-0.1,-1.1,10.9,1333,2.3,0.3,-0.1%,-0.5,0.2,9.2,1353,x,4.4,i,i,i,1.13,x
NC(=O)C(c1ccc(Cl)cc1)c1ccc(Sc2ccc(Cl)cc2)nn1 (stereo unspecified),x,27.5,0.1,821,1.0,1.4,-0.8%,2.6,20.0,45.0,x,-19.9,1.6,i,i,i,0.77,780
COc1ccccc1CNC1CCCc2ccccc21 (stereo unspecified),x,x,x,x,x,0.7,-0.9%,x,x,57.9,x,0.4,x,x,i,i,x,849
CCCCCNC(=O)c1ccccc1SC,-0.5,-11.2,6.2,835,2.0,6.6,-0.8%,-2.9,-17.6,56.1,1156,-8.5,1.8,i,i,i,-0.72,738
O=C1C(NS(=O)(=O)c2cccs2)=C(N2CCN(c3cccc(Cl)c3)CC2)C(=O)c2ccccc21,-1.7,x,4.5,912,1.3,0.8,-0.1%,-0.3,x,57.5,1160,60.7*,2.0,i,i,i,-0.32,765*
COc1ccccc1NC(=O)Cn1c2ccc(F)cc2c2nc3n(c(=O)c21)CCS3,x,x,x,x,x,0.9,-0.9%,x,x,33.7,x,-1.1,x,x,i,i,x,670
CCN1CCN(CCCN(Cc2ccco2)C(=S)Nc2cccc(Cl)c2C)CC1,-1.7,4.8,7.2,1284,3.1,0.2,-0.1%,6.0*,-4.8,52.2,1095,14.3,1.3,+,i,i,-0.43,682
CCOC(=O)c1c(C)[nH]c(C)c1C(=O)COC(=O)[C@@H](NC(=O)c1ccccc1OCC)C(C)C,-2.5,9.6,17.0,894,1.1,1.5,x,-9.9,7.5,44.0,1237,-10.3,0.9,i,i,i,-1.91,771

The closing 2 entries of the section above come first, to join the parts.
structure,b-catenin transl,WT yeast gro inh,MT stabilize HCS cytotoxicity %,Ins promoter up cell count,MT stabilize HCS Hoechst-high %,Myeloid diff MLP GFP+ MAC1+ %,West Nile antiviral,Autophagy mod cell loss 18 h,WT yeast gro inh mutant strain,T cell modulator vesicle-bound %,b-catenin transl cell count 5 µM,Hep lipid drop,MT stabilize HCS,Autophagy mod,Myeloid diff MLP,T cell modulator,Ins promoter up,Hep lipid drop cells 6.5 µM
CCN1CCN(CCCN(Cc2ccco2)C(=S)Nc2cccc(Cl)c2C)CC1,-1.7,4.8,7.2,1284,3.1,0.2,-0.1%,6.0*,-4.8,52.2,1095,14.3,1.3,+,i,i,-0.43,682
CCOC(=O)c1c(C)[nH]c(C)c1C(=O)COC(=O)[C@@H](NC(=O)c1ccccc1OCC)C(C)C,-2.5,9.6,17.0,894,1.1,1.5,x,-9.9,7.5,44.0,1237,-10.3,0.9,i,i,i,-1.91,771
COc1ccc(NC(=S)NNc2ccc(C(=O)O)cc2)cc1,x,x,x,x,x,3.2,1.2%,x,x,18.1,x,0.7,x,x,i,i,x,853
O=C(C1CCN(S(=O)(=O)c2cccc3cccnc23)CC1)N1CCN(C2CCCC2)CC1,6.4,8.4,6.9,1217,1.7,3.4,x,10.9,4.9,43.5,585,11.9,2.8,i,i,i,1.19,712
O=C(Cc1ccc([N+](=O)[O-])cc1)N1CCN=C1SCc1ccccc1,1.1,5.2,6.8,1407,2.1,0.4,0.8%,13.7,9.6,46.2,1090,-13.2,2.0,i,i,i,-1.08,649
Cc1onc(-c2c(Cl)cccc2Cl)c1C(=O)NCCCN1CCOCC1,-0.4,-7.9,2.8,1796,1.8,0.5,0.2%,-7.8,-6.9,46.8,1092,-0.8,4.0,i,i,i,0.37,686
COc1ccc(C(=O)CSc2n[nH]c(=O)[nH]c2=O)cc1,-6.5,-5.8,5.8,1212,2.3,0.3,-0.2%,2.2,5.6,29.6,1135,6.3,6.3,i,i,i,0.05,704
CC(C)COc1ccc(C(=O)Nc2ncn[nH]2)cc1,x,x,x,x,x,0.6,0.2%,x,x,27.8,x,1.1,x,x,i,i,x,822
Cc1ccc(S(=O)(=O)N(C)C)cc1NC(=O)COC(=O)COc1ccccc1[N+](=O)[O-],2.3,-1.8,19.7,1220,2.5,0.7,0.1%,-7.1,-6.5,17.0,1067,2.8,4.1,i,i,i,0.11,698
CCn1c(=N)c(C(=O)NCCCOC)cc2c(=O)n3cccc(C)c3nc21,-1.8,30.7,11.0,819,1.6,0.5,-0.3%,16.3,-2.5,20.3,1106,-1.0,5.5,i,i,i,1.37,653
O=C(NC1CCCCCC1)c1ccc(Br)o1,x,x,x,x,x,0.4,-0.2%,x,x,15.4,x,2.1,x,x,i,i,x,817
Cc1ccccc1NS(=O)(=O)c1ccc2c(c1)oc(=O)n2C,x,x,x,x,x,0.5,-0.6%,x,x,39.9,x,-3.3,x,x,i,i,x,692
COc1ccccc1N(O)C1CC(=O)N(c2ccc(Br)cc2)C1=O (stereo unspecified),-0.4,-0.1,1.4,1846,2.9,2.1,0.1%,21.8,-5.8,12.7,1066,-0.8,5.3,i,i,i,-0.01,689
CCc1ccccc1-n1c(SCC(=O)N2CCCC2)nnc1-c1ccccn1,1.1,-16.2,6.2,1641,1.8,0.3,0.6%,0.1,1.4,40.6,975,6.3,1.6,i,i,i,-0.56,671
Nc1ccc(CCC(=O)N2CCCC2)cc1,x,x,x,x,x,0.5,1.4%,x,x,49.6,x,-6.5,x,x,i,i,x,770
CCOC(=O)CNC(=O)C(Cc1ccccc1)NS(=O)(=O)c1ccc2c(c1)CCC(=O)N2 (stereo unspecified),x,x,7.4,x,1.3,6.0,0.7%,0.8,x,5.1,x,x,2.8,i,i,i,x,x
COCCn1cnc2cc(C)c(C)cc21,-2.8,26.0,10.0,1529,2.4,0.7,x,8.6,7.9,45.9,1319,x,6.9,i,i,i,-0.11,x
O=C(NC1CCCC1)C(c1ccncc1)N(Cc1ccccc1)C(=O)Cc1cccs1 (stereo unspecified),2.1,7.8,5.7,1195,1.6,6.2,-0.3%,-2.0,-5.2,10.1,1405,x,1.5,i,i,i,0.51,x
COc1cccc(NC(=O)COC(=O)c2c(F)cccc2Cl)c1,1.4,3.0,8.7,1111,4.0,0.3,2.2%,-3.8,-7.5,17.3,1051,-1.0,3.0,i,i,i,1.12,645
CCC/C=N/Nc1nnc(Cc2ccc(OC)c(OC)c2)c(=O)[nH]1,x,x,x,x,x,1.2,-0.3%,x,x,8.2,x,7.0,x,x,i,i,x,821
CC1=C(C(=O)OCc2ccc3c(c2)OCO3)C(c2cccc([N+](=O)[O-])c2)NC(=O)N1 (stereo unspecified),1.8,11.7,7.2,1326,1.0,0.6,-0.1%,-2.2,4.9,39.6,1007,10.2,2.0,i,i,i,-0.77,706
COc1cc(/C=N/N(C)C)ccc1OC(=O)c1ccco1,-1.9,12.1,5.5,1333,2.4,0.5,0.9%,15.3,-11.4,4.6,1096,-9.4,3.3,i,i,i,-0.37,680
Nc1cc(=O)[nH]c(SCC(=O)N2N=C(c3ccc(Cl)cc3)CC2c2ccco2)n1 (stereo unspecified),0.8,0.2,8.9,1406,3.7,0.5,0.0%,18.6,9.5,48.8,1464,4.8,3.2,i,i,i,0.17,695
COc1ccc(C(=O)N(C)Cc2ccccn2)cc1OC1CCN(C(C)C)CC1,x,x,x,x,x,0.9,-0.3%,x,x,35.6,x,4.8,x,x,i,i,x,629
Cc1ccc(-c2cc(C(F)F)n3ncc(C(=O)Nc4ccc(S(=O)(=O)Nc5ccccc5C)cc4)c3n2)cc1,x,-1.8,5.4,x,2.4,0.8,0.5%,8.8,3.2,22.9,x,x,3.4,i,i,i,x,x
CC(=O)OC1COC(n2ccc3cc([N+](=O)[O-])ccc32)C(OC(C)=O)C1OC(C)=O (stereo unspecified),-0.9,0.9,4.4,x,1.9,1.3,0.0%,0.5,4.7,11.5,529,-11.2,3.1,i,i,i,x,760
Cc1nn(C(C)C(=O)NCCN2CCCC2)c(=O)c2c1sc1ccccc12 (stereo unspecified),x,x,x,x,x,0.5,-0.3%,x,x,24.5,x,13.7,x,x,i,i,x,682
CCNC(=O)c1ccccc1SCc1ccccc1,-0.7,11.1,7.8,1647,1.1,0.6,0.6%,-5.7,9.4,41.5,1005,-13.3,2.1,i,i,i,0.09,603
Cn1c(SCC(=O)c2ccc(F)cc2)nnc1-c1ccccn1,-2.0,x,x,1429,x,0.6,0.5%,x,x,56.0,1155,3.7,x,x,i,i,-0.19,686
O=C(C1CCCN1S(=O)(=O)c1cccc2cccnc12)N1CCN(c2ccccc2)CC1 (stereo unspecified),-1.3,0.2,9.1,1005,2.0,2.3,-0.1%,8.4,-12.9,39.4,1173,x,2.2,i,i,i,1.06,x
COc1ccc(OCC(O)CNC2CCCC2)cc1 (stereo unspecified),x,x,x,x,x,0.5,-0.8%,x,x,56.9,x,-5.4,x,x,i,i,x,783

Individual results from the results shown:
b-catenin transl result of `CCNC(=O)c1ccccc1SCc1ccccc1` → -0.7
T cell modulator vesicle-bound % result of `Cn1c(SCC(=O)c2ccc(F)cc2)nnc1-c1ccccn1` → 56.0
